Screening data deposited in PubChem by Broad Institute.
Pf Dd2 growth – P. falciparum Dd2 growth inhibition; SYBR Green, 72 h; stronger effect = lower value; activity change, % at 10 µM; 2.3% of 94,000 active; AID 1159554; in the data active = activity change below about -80%; inconclusive = no clear call, values can overlap the other calls
KDM4C inh – blocks human GASC-1 (KDM4C) demethylase activity; AID 720574; inhibition, % at 12.5 µM; GST-KDM4C 2-372, H3K9me3 peptide, LANCE TR-FRET; 0.15% of 96,000 active;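 active = mean replicate inhibition above about 25%, with at least 55% of replicates also reaching it, limit read from the data, passing the limit was not always enough; inconclusive = only one of those two conditions met; inactive = neither condition met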
Target sequence (Q9H3R0 2-372 limits assumed): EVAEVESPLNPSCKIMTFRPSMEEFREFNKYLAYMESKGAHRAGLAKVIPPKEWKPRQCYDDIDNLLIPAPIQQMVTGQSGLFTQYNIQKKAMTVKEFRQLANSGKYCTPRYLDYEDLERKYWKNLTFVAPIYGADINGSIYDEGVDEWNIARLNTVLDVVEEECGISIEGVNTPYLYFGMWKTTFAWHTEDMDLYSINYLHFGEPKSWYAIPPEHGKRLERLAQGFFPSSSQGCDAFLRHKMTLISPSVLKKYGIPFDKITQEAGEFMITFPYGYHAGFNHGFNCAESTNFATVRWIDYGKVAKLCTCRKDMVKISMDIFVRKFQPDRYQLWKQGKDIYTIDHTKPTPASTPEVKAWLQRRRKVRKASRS
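Test system: N-terminal GST-fused human GASC-1 (KDM4C) fragment, residues 2-372; quantity: GASC-1 enzyme at 10 nM final in reaction; dosing: single dose; schedule: 30 min demethylation and 1 h detection at room temperature; signal: LANCE TR-FRET, excitation 340 nm, emissions 618 and 671 nm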
Tcruzi prolif – T. cruzi proliferation inhibition | T. cruzi beta-gal in NIH3T3, GalScreen luminescence, 90 h | inhibition, % at 8.34 µM | 5.9% of 77,000 active;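 active = mean inhibition above about 93%, with at least 55% of replicates each passing it, limit read from the data, passing the limit was not always enough; inconclusive = only one of those two conditions holds; inactive = neither condition holds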
C diff HTS – blocks growth of Clostridium difficile; 0.25% of 86,000 active; Clostridium difficile clinical isolate growth, OD600, 24 h; stronger effect = lower value; growth activity, negative = inhibition, % at 16 µg/mL (by protocol); AID 1259249;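 active = mean growth activity at or below -80% and every replicate also at or below -80%; inconclusive = mean at or below -80% but some replicate above -80%; inactive = mean growth activity above -80%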;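 also: 0% = DMSO wells and -100% = levofloxacin 16 µg/mL wells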
Starred values were filed as active, the others as inactive; ? = inconclusive; nt = no result given; & = joins results of further samples; ! = repeats disagree.

SMILES	Pf Dd2 growth	KDM4C inh	Tcruzi prolif	C diff HTS
COc1ccc(-c2ccc(C3[C@H]4CNC[C@@H]3N4CC3CCOCC3)cc2)cc1 (some centres not stated)	19	0.4	nt	-4
COC(=O)C[C@H]1CC[C@@H]2[C@@H](COc3ccc(NC(=O)c4ccc(F)cc4)cc3C(=O)N2C)O1	-30	1.9	26	6
C[C@H](CO)N1C[C@H](C)[C@H](CN(C)Cc2ccccc2C(F)(F)F)OCc2ccccc2-c2c(n(C)c3ccccc23)C1=O	-79	-1.4	nt	20
Cc1ccc(S(=O)(=O)Nc2ccc3c(c2)C(=O)N([C@@H](C)CO)C[C@H](C)[C@H](CN(C)C(=O)Nc2cccc4ccccc24)OCCCC[C@H](C)O3)cc1	?	1.2	105*	-2
COc1ccc(NC(=O)N(C)C[C@@H]2Oc3ccc(NS(=O)(=O)c4ccccc4)cc3CC(=O)N([C@@H](C)CO)C[C@H]2C)cc1	17	7.8	4	-3
O=C(C[C@H]1CC[C@@H](NC(=O)Nc2ccc(C(F)(F)F)cc2)[C@@H](CO)O1)NCc1cccc(F)c1	1	-2.1	39	36
CN(C)CC(=O)Nc1ccc2c(c1)[C@H]1C[C@@H](CC(=O)NCc3ccc4c(c3)OCO4)O[C@@H](CO)[C@H]1O2	0	-1.8	17	-1
C[C@@H]1CN([C@@H](C)CO)C(=O)c2cc(-c3cncnc3)cnc2O[C@@H]1CN(C)C(=O)Cc1ccccn1	nt	-0.9	16	3
COC(=O)[C@@H]1[C@@H](CO)[C@@H]2Cn3c(ccc(-c4cccc(F)c4)c3=O)[C@@H]2N1Cc1ccncc1	7	7.7	nt	1
Cc1noc(C)c1S(=O)(=O)Nc1ccc2c(c1)C(=O)N([C@@H](C)CO)C[C@H](C)[C@H](CN(C)Cc1ccccc1)O2	-3	-0.9	10	0
O=C(Cc1ccccn1)NCC[C@H]1CC[C@H](NS(=O)(=O)c2ccc(F)cc2)[C@H](CO)O1	0	3.5	27	28
CO[C@@H]1CN(C)C(=O)c2cc(NC(=O)Cc3ccccc3)ccc2OC[C@H](C)NC[C@H]1C	9	-0.7	4	nt
CCCC(=O)Nc1ccc2c(c1)OC[C@@H](C)N(C(=O)CN1CCOCC1)C[C@@H](C)[C@H](OC)CN(C)C2=O	49	-1.0	-30	nt
COc1ccccc1-c1ccc2n(c1=O)C[C@@H]1[C@@H](CO)[C@H](C(=O)NC3CCC3)N(C(=O)NC(C)C)[C@H]21	-4	1.0	62	1
CC(C)[C@@H](C)NC(=O)N(C)C[C@@H]1OCc2ccccc2-c2ccccc2C(=O)N([C@@H](C)CO)C[C@H]1C	20	0.3	11	0
C[C@@H]1CN([C@H](C)CO)C(=O)CCCn2cc(nn2)CO[C@H]1CN(C)C(=O)Nc1ccc(F)cc1	-6&-16	0.2	32&-15	nt
COCC(=O)N[C@H]1C[C@@H]2O[C@@H](CO)CC[C@@H]2O[C@@H]1CCc1ccc(-c2ccccc2)cc1	-18	nt	nt	-2
CN1C(=O)c2cc(NC(=O)c3cnccn3)ccc2OC[C@H]2O[C@@H](CC(=O)O)CC[C@@H]21	-6	1.4	0	3
C[C@H]1CN([C@@H](C)CO)C(=O)Cc2cc(NC(=O)Cc3cn(C)c4ccccc34)ccc2O[C@H]1CN(C)S(=O)(=O)c1ccccc1	-71	-3.4	30	-1
CCS(=O)(=O)N1CCC2(CC1)CN(C(=O)Cc1ccccn1)[C@@H](CO)c1[nH]c3cc(OC)ccc3c12	8	-0.4	nt	-5

Four entries drawn at random from the list so far, as already listed:
SMILES	Pf Dd2 growth	KDM4C inh	Tcruzi prolif	C diff HTS
CCCC(=O)Nc1ccc2c(c1)OC[C@@H](C)N(C(=O)CN1CCOCC1)C[C@@H](C)[C@H](OC)CN(C)C2=O	49	-1.0	-30	nt
COc1ccccc1-c1ccc2n(c1=O)C[C@@H]1[C@@H](CO)[C@H](C(=O)NC3CCC3)N(C(=O)NC(C)C)[C@H]21	-4	1.0	62	1
C[C@@H]1CN([C@H](C)CO)C(=O)CCCn2cc(nn2)CO[C@H]1CN(C)C(=O)Nc1ccc(F)cc1	-6&-16	0.2	32&-15	nt
O=C(C[C@H]1CC[C@@H](NC(=O)Nc2ccc(C(F)(F)F)cc2)[C@@H](CO)O1)NCc1cccc(F)c1	1	-2.1	39	36

The results go on.
SMILES	Pf Dd2 growth	KDM4C inh	Tcruzi prolif	C diff HTS
C[C@@H]1CN([C@H](C)CO)C(=O)c2ccccc2-c2ccccc2CO[C@@H]1CN(C)Cc1ccccc1	-16	1.0	45	nt
CO[C@@H](CN(C)S(=O)(=O)c1ccc(C)cc1)[C@@H](C)CN(Cc1ccccc1Cl)[C@@H](C)CO	-38	-2.2	64	nt
COCC(=O)Nc1ccc2c(c1)C(=O)N(C)[C@H]1CC[C@H](CC(=O)NC3CCCC3)O[C@H]1CO2	-3	0.0	-16	-10
Cn1cnc(S(=O)(=O)N2C[C@@H](O)COC[C@@H]3O[C@@H](CC(=O)NCc4cccc(F)c4)CC[C@H]32)c1	nt	-0.5	53	4&-12
CO[C@@H]1CN(C)C(=O)c2ccc(NC(=O)Nc3ccc(C(F)(F)F)cc3)cc2OC[C@H](C)NC[C@H]1C	-95*	-2.4	28	nt
CC(=O)N1[C@@H]2Cn3c(ccc(-c4ccccc4)c3=O)[C@H]1[C@@H](C(=O)NCCCN1CCOCC1)[C@@H]2CO	35	0.7	nt	-5
O=C(C[C@@H]1C[C@H]2c3cc(NC(=O)Nc4ccc(C(F)(F)F)cc4)ccc3O[C@H]2[C@@H](CO)O1)NCc1ccccn1	-9	-2.0	-8	4
CO[C@H]1CN(C)C(=O)c2ccc(NC(=O)Nc3cccc(F)c3)cc2OC[C@@H](C)N(C)C[C@H]1C	nt	-0.7	-22	-4
CCCC(=O)Nc1ccc2c(c1)C(=O)N(C)[C@H]1CC[C@@H](CC(=O)Nc3ccccc3)O[C@@H]1CO2	4	-1.1	10	1
COCC(=O)N1CC2(CN(Cc3nccs3)C2)c2c(n(C)c3cc(OC)ccc23)[C@H]1CO	-40	0.5	nt	-10
C/C=C/c1ccc2c(c1)O[C@@H](CN(C)C(=O)CC)[C@@H](C)CN([C@@H](C)CO)S2(=O)=O	9	1.0	-17	0
CCCN(C)C[C@@H]1Oc2ncc(Br)cc2C(=O)N([C@H](C)CO)C[C@H]1C	-45	13	-32	10
CCCNC(=O)N1CC2(CCN(C(=O)C3CCC3)CC2)c2c([nH]c3cc(OC)ccc23)[C@H]1CO	-38	0.1	nt	-5
CC(C)NC(=O)Nc1ccc2c(c1)C(=O)N([C@@H](C)CO)C[C@@H](C)[C@H](CN(C)Cc1ccccc1)OCCCC[C@H](C)O2	-36&-14	0.4	102*!	2
Cc1noc(C)c1S(=O)(=O)N(C)C[C@@H]1OCCCC[C@@H](C)Oc2ccc(NC(=O)Nc3ccc4c(c3)OCO4)cc2C(=O)N([C@@H](C)CO)C[C@H]1C	-37	-2.2	26	-2
O=C(NCC1CC1)[C@H]1[C@H](CO)[C@H]2Cn3c(ccc(-c4ccccc4)c3=O)[C@@H]1N2C(=O)C1CC1	3	-0.7	32	-3
Cn1cnc(CCNC(=O)C[C@@H]2CC[C@@H]3[C@H](COC[C@@H](O)CN3C(=O)C3CCCC3)O2)c1	-4	-0.7	-61	-2&-4
COc1ccc(S(=O)(=O)N(C)C[C@H]2OCCCC[C@@H](C)Oc3ccc(NC(=O)CCCN(C)C)cc3C(=O)N([C@@H](C)CO)C[C@H]2C)cc1	22	0.6	17	6
C[C@@H]1CN([C@H](C)CO)C(=O)c2c(c3ccccc3n2C)-c2ccccc2CO[C@@H]1CN(C)S(=O)(=O)c1ccc([N+](=O)[O-])cc1	-69	9.4	nt	-1
C[C@@H]1CN([C@H](C)CO)C(=O)Cc2cc(NS(=O)(=O)c3ccc(F)cc3)ccc2O[C@H]1CN(C)Cc1ccc(Oc2ccccc2)cc1	0	-1.0	64	88
C[C@H](CO)N1C[C@H](C)[C@H](CN(C)Cc2ccccc2)Oc2ccc(NS(=O)(=O)c3cn(C)cn3)cc2C1=O	24	1.7	-18	-1
N#C[C@@H]1[C@@H](c2ccc(C#CC3(O)CCCC3)cc2)[C@@H](CO)N1C(=O)C1CC1	-11	-1.9	90	1
CCCN1C[C@@H](C)[C@@H](OC)CN(C)C(=O)c2ccc(NC(=O)CC(F)(F)F)cc2OC[C@@H]1C	-8	-1.0	6	nt
C[C@@H]1CN([C@@H](C)CO)C(=O)Cc2cc(NC(=O)Nc3cccc4ccccc34)ccc2O[C@@H]1CN(C)S(=O)(=O)c1ccc(Cl)cc1	14	-0.1	-16	22
C[C@@H]1CN([C@@H](C)CO)C(=O)c2cccc(NS(=O)(=O)c3cn(C)cn3)c2O[C@@H]1CN(C)C(=O)Nc1ccc2c(c1)OCO2	1	-0.2	-152	nt
CO[C@@H]1CN(C)C(=O)c2cc(NC(=O)C3CCOCC3)ccc2OC[C@@H](C)N(C(C)=O)C[C@H]1C	14	1.9	4	nt
CC(=O)N1[C@H](CO)[C@H](c2ccc(C3=CCCC3)cc2)C12CN(C(=O)NC(C)C)C2	-11	0.5	nt	1
C[C@H](CO)N1C[C@H](C)[C@@H](CN(C)Cc2ccc(Cl)c(Cl)c2)Oc2ccc(NS(=O)(=O)c3ccc(F)cc3)cc2C1=O	16	-0.1	45	25
O=C([C@H]1[C@H](CO)[C@H]2Cn3c(ccc(-c4ccncc4)c3=O)[C@H]2N1Cc1cocn1)N1CCCCC1	nt	0.9	26	2
Cc1ccccc1S(=O)(=O)N1CC[C@H]2[C@H](CO)Nc3ccc(-c4cccc(F)c4)cc3[C@H]21	14	-1.6	100*	-1
Cc1noc(C)c1NC(=O)N(C)C[C@H]1Oc2c(NS(=O)(=O)c3ccccc3)cccc2C(=O)N([C@@H](C)CO)C[C@@H]1C	30	2.1	-1	24
Cc1cccc(S(=O)(=O)N(C)C[C@H]2OCc3ccccc3-c3c(n(C)c4ccccc34)C(=O)N([C@@H](C)CO)C[C@@H]2C)c1	-20	3.9	31	nt
COc1ccccc1NC(=O)N[C@@H]1CC[C@H](CCNS(=O)(=O)c2ccccc2)O[C@H]1CO	0	0.7	-77	nt
Cc1noc(C)c1NC(=O)Nc1ccc2c(c1)C(=O)N([C@@H](C)CO)C[C@@H](C)[C@H](CN(C)C(=O)Nc1ccc(C(F)(F)F)cc1)OCCCC[C@H](C)O2	-40	-3.6	17	-4
CCCC#Cc1ccc2c(c1)O[C@@H](CN(C)C(=O)CC)[C@H](C)CN([C@@H](C)CO)S2(=O)=O	-29	-1.3	75	1
COc1ccc(-c2ccc([C@H]3[C@@H](CO)N(C(=O)C4CCOCC4)[C@H]3C#N)cc2)cc1	35	-2.1	38	2
COc1ccccc1C(=O)N1C[C@@H]2[C@H](c3ccccc31)[C@H](CO)N2Cc1ccc(F)cc1	-8	-1.2	17	13
CC(C)CC#Cc1ccc2c(c1)O[C@@H](CN(C)C(=O)Cc1ccncc1)[C@@H](C)CN([C@@H](C)CO)S2(=O)=O	?	0.9	?	8
C[C@@H]1CN([C@@H](C)CO)C(=O)c2cc(C3=CCCCC3)cnc2O[C@H]1CN(C)C(=O)CN1CCOCC1	44	-0.3	nt	-2
COc1ccc(S(=O)(=O)Nc2ccc3c(c2)C(=O)N([C@@H](C)CO)C[C@H](C)[C@@H](CN(C)Cc2ccncc2)OCCCC[C@@H](C)O3)cc1	-49	-0.3	55	4

Exported bar-delimited: entries from further up
canonical_smiles | Pf Dd2 growth | KDM4C inh | Tcruzi prolif | C diff HTS
Cc1noc(C)c1S(=O)(=O)Nc1ccc2c(c1)C(=O)N([C@@H](C)CO)C[C@H](C)[C@H](CN(C)Cc1ccccc1)O2 | -3 | -0.9 | 10 | 0
O=C(Cc1ccccn1)NCC[C@H]1CC[C@H](NS(=O)(=O)c2ccc(F)cc2)[C@H](CO)O1 | 0 | 3.5 | 27 | 28
CO[C@@H]1CN(C)C(=O)c2cc(NC(=O)Cc3ccccc3)ccc2OC[C@H](C)NC[C@H]1C | 9 | -0.7 | 4 | nt

(list continues)
SMILES	Pf Dd2 growth	KDM4C inh	Tcruzi prolif	C diff HTS
C[C@H]1CN([C@@H](C)CO)C(=O)c2cccc(NC(=O)C3CCCCC3)c2O[C@@H]1CN(C)Cc1ccc(C(=O)Nc2ccccc2N)cc1	-88*	-0.7	85	-9
COc1ccc(NC(=O)N[C@H]2CC[C@@H](CCn3cc(-c4ccc(OC)cc4)nn3)O[C@@H]2CO)cc1	-32	1.5	nt	0
COCC(=O)Nc1ccc2c(c1)C(=O)N(C)[C@@H]1CC[C@H](CC(=O)NCc3ccccc3Cl)O[C@@H]1CO2	-3	-1.3	-4	0
O=C1N[C@H](Cc2ccccc2)COCc2cn(nn2)CC[C@@H]1Cc1ccccc1	nt	5.9	nt	2
C[C@@H]1CN([C@H](C)CO)C(=O)c2cc(C#CC3CCCCC3)cnc2O[C@@H]1CN(C)C(=O)C1CCCCC1	-36	-1.2	-16	-6
CCCN1C[C@@H](C)[C@@H](OC)CN(C)C(=O)c2cc(NC(=O)Nc3c(C)noc3C)ccc2OC[C@H]1C	16	0.1	-15	nt
CCC(=O)N1CCC2(CC1)CN(Cc1cccc(OC)c1)[C@@H](CO)c1[nH]c3cc(OC)ccc3c12	-90*	-1.2	nt	3
CCCNC(=O)N1C[C@@H](C)[C@@H](OC)CN(C)C(=O)c2ccc(NS(C)(=O)=O)cc2OC[C@H]1C	24	-0.3	16	nt
